Screens from PubChem BioAssay.
Mcl1-Bid inh – disrupts binding of human Mcl-1 to Bid peptide; Q07820; inhibition, % at 21.7 µM; TR-FRET Mcl-1/Bid-Dy647 peptide binding, 1536-well; 0.97% of 220,000 active;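 active = compounds that cut the binding signal by more than half at the single screening dose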;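 note: His-tagged Mcl-1 with europium anti-His antibody binding Bid BH3 peptide; 0% = Mcl-1 plus peptide wells and 100% = peptide-only wells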
GSH bead fluor – compound fluoresces at 488/530 nm on GSH beads. GSH beads flow cytometry, compound fluorescence 488/530 nm; active compounds read high. fluorescence (KMESF) at 10 µM. 0.25% of 190,000 active; in the data active = fluorescence above about 89;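 note: glutathione beads carrying GST-tagged Bcl family fusion proteins plus one bare bead set; values are compound well signal with DMSO vehicle wells as background; inactives centre near 16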
ABCB1 block – human ABCB1 inhibition, ABCG2 as counter-screen | P08183 | CCRF-Adr cells, JC-1 efflux, flow cytometry | inhibition, % at 6.6 µM | 0.067% of 190,000 active | AID 1326; in the data active = inhibition above about 40%;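 note: 0% = vehicle and 100% = reference inhibitor; higher value means more JC-1 retained so stronger ABCB1 efflux block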
RGS8-Gao – regulators of human RGS8-Galphao interaction | multiplexed bead flow cytometry, RGS8-Galphao binding; actives lie on both sides | response (percent of control binding), % at 10 µM | 0.34% of 220,000 active | AID 1423; in the data active = response below about 60% or above about 140%; inactive = in between;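 note: Galphao activated as the GDP aluminium fluoride complex binding bead-coupled RGS8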
Target sequence (P09471 whole entry, looked up): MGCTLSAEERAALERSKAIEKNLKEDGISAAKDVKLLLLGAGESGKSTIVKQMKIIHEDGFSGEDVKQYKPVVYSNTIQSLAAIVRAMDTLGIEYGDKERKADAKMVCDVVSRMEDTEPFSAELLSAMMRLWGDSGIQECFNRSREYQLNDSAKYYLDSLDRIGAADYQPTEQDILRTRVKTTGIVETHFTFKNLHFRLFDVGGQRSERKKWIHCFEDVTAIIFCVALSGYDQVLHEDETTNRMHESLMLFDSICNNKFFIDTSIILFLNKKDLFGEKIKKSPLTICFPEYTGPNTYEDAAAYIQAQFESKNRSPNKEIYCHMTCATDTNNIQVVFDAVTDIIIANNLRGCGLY
RGS7-Gao – modulates binding of RGS7 to human Galphao; binding response (% of control), % at 10 µM; Multiplexed bead flow cytometry; actives lie on both sides; 0.35% of 220,000 active; P09471; in the data active = binding response below about 49% or above about 150%; inconclusive = no clear call, values can overlap the other calls; inactive = in between;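 note: fluorescent Galphao held in activated GDP-AlF4 state binding bead-coupled RGS7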
ABCG2 block – blocks JC-1 efflux by human ABCG2 transporter | IgMXP3 cells, flow cytometry | inhibition, % at 6.6 µM | Q9UNQ0 | 0.1% of 190,000 active | AID 1325;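 active = inhibition above 80%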;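 note: 0% = DMSO and 100% = nicardipine control wells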
Target sequence (Q9UNQ0 whole entry, looked up): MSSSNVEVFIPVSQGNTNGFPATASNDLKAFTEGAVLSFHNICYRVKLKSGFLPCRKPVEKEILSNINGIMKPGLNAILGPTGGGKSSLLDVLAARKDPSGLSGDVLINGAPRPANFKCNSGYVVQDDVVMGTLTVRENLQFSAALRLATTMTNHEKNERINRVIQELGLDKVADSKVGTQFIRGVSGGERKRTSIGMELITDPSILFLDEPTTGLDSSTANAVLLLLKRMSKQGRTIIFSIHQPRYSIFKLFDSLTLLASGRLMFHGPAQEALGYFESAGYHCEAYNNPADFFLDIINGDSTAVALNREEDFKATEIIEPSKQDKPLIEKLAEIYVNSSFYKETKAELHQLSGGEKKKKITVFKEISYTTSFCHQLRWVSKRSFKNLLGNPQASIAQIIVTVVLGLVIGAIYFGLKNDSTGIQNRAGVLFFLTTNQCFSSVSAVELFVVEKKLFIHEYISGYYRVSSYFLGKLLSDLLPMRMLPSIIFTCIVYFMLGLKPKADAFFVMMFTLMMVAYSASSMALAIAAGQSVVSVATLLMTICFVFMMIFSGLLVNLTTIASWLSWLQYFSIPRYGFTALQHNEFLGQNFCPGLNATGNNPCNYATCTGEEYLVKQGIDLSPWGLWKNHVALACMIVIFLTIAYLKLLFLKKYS
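Incubation: cells with compound and JC-1, 10 min at 25 °C, rotating, no wash / Test system: IgMXP3 (ABCG2) plus far-red-tagged CCRF-Adr (ABCB1) cells / Compound dosing: one concentration, 6.6 µM final / Also added: JC-1 fluorescent substrate / Evaluation: efflux inhibition in percent versus controls / Detection: flow cytometry, 530 nm JC-1 signal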
Mcl-1 Bim block – human Bim-Mcl-1 interaction inhibition; inhibition, % at 10 µM; AID 1009; Q07820; Bead-based flow cytometry, Bim peptide-Mcl-1 binding; 0.1% of 190,000 active; in the data active = inhibition above about 40%;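 note: 0% = no compound tracer wells and 100% = peptide blocker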
Pf gamet viab – P. falciparum stage V gametocyte viability inhibition | inhibition, % at 10.9 µM | AID 743093 | P. falciparum stage V gametocytes, ATP luminescence, 24 h | 0.065% of 150,000 active;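 active = inhibition above the mean plus 3 SD of compounds within the control limits, set per campaign, cut at about 38% in these data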;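 note: 0% = DMSO wells and 100% = medium only without gametocytes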
Mcl1 Noxa PPI – Mcl-1/Noxa interaction inhibition. Q07820. TR-FRET Mcl-1/Noxa peptide binding, 2 h. inhibition, % at 21.7 µM. 1.5% of 220,000 active;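 active = compounds that cut the protein-peptide binding signal by more than 50% relative to plate controls in a single-dose test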;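 note: His-tagged Mcl-1 with rhodamine Noxa BH3 peptide and terbium anti-His antibody; 0% = Mcl-1 plus Noxa peptide wells and 100% = peptide-only wells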
Avidin bead fluor – compound fluoresces at 488/530 nm on avidin beads; compound fluorescence 488/530 nm, flow cytometry; active compounds read high; fluorescence (KMESF) at 10 µM; 0.38% of 220,000 active; AID 1775; in the data active = fluorescence above about 47; note: inactives centre near 10
RGS4-Gao reg – modulates binding of RGS4 to human Galphao; P09471; Multiplexed bead flow cytometry; actives lie on both sides; binding response (% of control), % at 10 µM; 0.33% of 220,000 active; AID 1415; in the data active = binding response below about 49% or above about 150%; inactive = in between;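 note: fluorescent Galphao activated with aluminum fluoride binding bead-coupled RGS4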
Numbers without * were called inactive. Not a hit list; about 3.3% have a hit in one of these screens.

What do the screens show for `Cn1nc(-c2ccccc2)c(-c2nc(-c3cccc(Cl)c3)no2)c1Cl`?
Mcl1-Bid inh: -18; GSH bead fluor: 12; ABCB1 block: 0.4; RGS8-Gao: 94; RGS7-Gao: 97; ABCG2 block: 3; Mcl-1 Bim block: -1; Mcl1 Noxa PPI: -1; Avidin bead fluor: 14; RGS4-Gao reg: 94

How did CCOC(=O)c1sc(NC(=O)c2ccc(S(=O)(=O)N(C)C)cc2)nc1C do in these assays?
Mcl1-Bid inh: 3; GSH bead fluor: 18; ABCB1 block: 0.1; RGS8-Gao: 100; RGS7-Gao: 100; ABCG2 block: 1; Mcl-1 Bim block: 0; Pf gamet viab: -6; Mcl1 Noxa PPI: -8; Avidin bead fluor: 37; RGS4-Gao reg: 100

What do the screens show for `O=C(CCn1c(=O)oc2ccccc21)N(Cc1ccccc1)c1ccccc1`?
Mcl1-Bid inh: 4; GSH bead fluor: 18; ABCB1 block: 2.2; RGS8-Gao: 102; RGS7-Gao: 101; ABCG2 block: 3; Mcl-1 Bim block: -4; Mcl1 Noxa PPI: 13; Avidin bead fluor: 7; RGS4-Gao reg: 103

How did COc1ccc(/C(=N\Nc2ccccc2C(=O)O)c2ccccc2)cc1 do in these assays?
Mcl1-Bid inh: -39; GSH bead fluor: 18; ABCB1 block: -0.5; RGS8-Gao: 98; RGS7-Gao: inconclusive; ABCG2 block: -3; Mcl-1 Bim block: -3; Pf gamet viab: 14; Mcl1 Noxa PPI: 17; Avidin bead fluor: 11; RGS4-Gao reg: 98

Results for CC(=O)Nc1ccc(N=Cc2nc(-c3ccc(C)cc3)oc2O)cc1 ?
Mcl1-Bid inh: 64*; GSH bead fluor: 31; ABCB1 block: -0.4; RGS8-Gao: 105; RGS7-Gao: 103; ABCG2 block: -1; Mcl-1 Bim block: 2; Pf gamet viab: -7; Mcl1 Noxa PPI: 65*; Avidin bead fluor: 7; RGS4-Gao reg: 110

What do the screens show for `CCOc1ccccc1-n1c(SCC(N)=O)nnc1-c1cccnc1`?
Mcl1-Bid inh: -23; GSH bead fluor: 19; ABCB1 block: -0.4; RGS8-Gao: 100; RGS7-Gao: 102; ABCG2 block: 0; Mcl-1 Bim block: 0; Mcl1 Noxa PPI: 2; Avidin bead fluor: 7; RGS4-Gao reg: 100

Results for CCCCNC(=O)c1onc(CSc2ccc(F)c(F)c2)c1C(=O)O ?
Mcl1-Bid inh: 34; GSH bead fluor: 23; ABCB1 block: 0.3; RGS8-Gao: 99; RGS7-Gao: 101; ABCG2 block: 4; Mcl-1 Bim block: -7; Mcl1 Noxa PPI: 18; Avidin bead fluor: 29; RGS4-Gao reg: 101

Results for CC(C)(C)NC(=O)C(=O)N/N=C/c1ccc(Br)cc1 ?
Mcl1-Bid inh: -42; GSH bead fluor: 11; ABCB1 block: -0.1; RGS8-Gao: 102; RGS7-Gao: 104; ABCG2 block: 1; Mcl-1 Bim block: -2; Mcl1 Noxa PPI: 5; Avidin bead fluor: 18; RGS4-Gao reg: 96

Results for O=c1[nH][nH]c2cc(=O)n(-c3cccc(C(F)(F)F)c3)nc12 ?
Mcl1-Bid inh: -47; GSH bead fluor: 20; ABCB1 block: -0.9; RGS8-Gao: 99; RGS7-Gao: 96; ABCG2 block: -6; Mcl-1 Bim block: -1; Pf gamet viab: 5; Mcl1 Noxa PPI: -19; Avidin bead fluor: 9; RGS4-Gao reg: 101

Results for COc1ccc(Cl)cc1NC(=S)NCCC(c1ccccc1)c1ccccc1 ?
Mcl1-Bid inh: -40; GSH bead fluor: 11; ABCB1 block: -0.8; RGS8-Gao: 102; RGS7-Gao: 103; ABCG2 block: 1; Mcl-1 Bim block: -5; Pf gamet viab: -33; Mcl1 Noxa PPI: -15; Avidin bead fluor: 5; RGS4-Gao reg: 105

What do the screens show for `Cn1c(=O)cc(SCC(=O)NCCC2=CCCCC2)c2cc(Cl)ccc21`?
Mcl1-Bid inh: -31; GSH bead fluor: 8; ABCB1 block: 1.2; RGS8-Gao: 101; RGS7-Gao: 98; ABCG2 block: 3; Mcl-1 Bim block: -1; Pf gamet viab: -6; Mcl1 Noxa PPI: -1; Avidin bead fluor: 3; RGS4-Gao reg: 97

Results for CCOC(=O)N1CCC(NS(=O)(=O)c2ccccc2)CC1 ?
Mcl1-Bid inh: -13; RGS8-Gao: 100; RGS7-Gao: inconclusive; Pf gamet viab: -6; Mcl1 Noxa PPI: -6; Avidin bead fluor: 7; RGS4-Gao reg: 102

What do the screens show for `NCCNc1cc(N2CCCC2)ccc1[N+](=O)[O-]`?
Mcl1-Bid inh: -48; GSH bead fluor: 22; ABCB1 block: 0.1; RGS8-Gao: 103; RGS7-Gao: 102; ABCG2 block: 0; Mcl-1 Bim block: 1; Mcl1 Noxa PPI: -6; Avidin bead fluor: 23; RGS4-Gao reg: 99

Results for Cc1ccc(C)c(N(C(=O)CCC(=O)Nc2cc(C)on2)C(C(=O)NC2CCCC2)c2ccco2)c1 (stereo unspecified) ?
Mcl1-Bid inh: -24; GSH bead fluor: 41; ABCB1 block: 0.5; RGS8-Gao: 98; RGS7-Gao: 97; ABCG2 block: 1; Mcl-1 Bim block: 0; Pf gamet viab: -4; Mcl1 Noxa PPI: 16; Avidin bead fluor: 8; RGS4-Gao reg: 102

How did O=C(NCCCCc1ccccc1)C1CC(c2ccc(C(F)(F)F)cc2)=NO1 (stereo unspecified) do in these assays?
Mcl1-Bid inh: -31; RGS8-Gao: 103; RGS7-Gao: inconclusive; Mcl1 Noxa PPI: -44; Avidin bead fluor: 10; RGS4-Gao reg: 105

What do the screens show for `CCOc1ccc(-n2c(=O)cc(N3CCN(c4ccccc4)CC3)[nH]c2=O)cc1`?
Mcl1-Bid inh: -30; GSH bead fluor: 28; ABCB1 block: 0.1; RGS8-Gao: 103; RGS7-Gao: 101; ABCG2 block: 2; Mcl-1 Bim block: -1; Avidin bead fluor: 9; RGS4-Gao reg: 104

How did Cc1ccc(NC(=O)CSCC#N)cc1Cl do in these assays?
Mcl1-Bid inh: 2; GSH bead fluor: 15; ABCB1 block: 0.1; RGS8-Gao: 99; RGS7-Gao: 96; ABCG2 block: 11; Mcl-1 Bim block: 0; Pf gamet viab: 3; Mcl1 Noxa PPI: 28; Avidin bead fluor: 13; RGS4-Gao reg: 98

Results for CCOc1ncccc1C(=O)Nc1ncc(C)s1 ?
Mcl1-Bid inh: 0; GSH bead fluor: 11; ABCB1 block: 0.6; RGS8-Gao: 101; RGS7-Gao: inconclusive; ABCG2 block: 6; Mcl-1 Bim block: 1; Pf gamet viab: 8; Mcl1 Noxa PPI: 5; Avidin bead fluor: 12; RGS4-Gao reg: 99

What do the screens show for `COC(=O)CSc1nsc(SCC(=O)OC)n1`?
Mcl1-Bid inh: -1; GSH bead fluor: 15; ABCB1 block: 0.6; RGS8-Gao: 100; RGS7-Gao: 101; ABCG2 block: 4; Mcl-1 Bim block: -1; Pf gamet viab: -20; Mcl1 Noxa PPI: 6; Avidin bead fluor: 8; RGS4-Gao reg: 101

What do the screens show for `Cc1cc(/C=C2\SC(=S)N(Cc3ccco3)C2=O)c(C)n1-c1cccnc1`?
Mcl1-Bid inh: -52; GSH bead fluor: 56; ABCB1 block: 35; RGS8-Gao: 99; RGS7-Gao: 113; ABCG2 block: 46; Pf gamet viab: -5; Mcl1 Noxa PPI: 19; Avidin bead fluor: 14; RGS4-Gao reg: 110

Brought forward from above: 2 entries, then new ones.
What do the screens show for `COC(=O)CSc1nsc(SCC(=O)OC)n1`?
Mcl1-Bid inh: -1; GSH bead fluor: 15; ABCB1 block: 0.6; RGS8-Gao: 100; RGS7-Gao: 101; ABCG2 block: 4; Mcl-1 Bim block: -1; Pf gamet viab: -20; Mcl1 Noxa PPI: 6; Avidin bead fluor: 8; RGS4-Gao reg: 101

What do the screens show for `Cc1cc(/C=C2\SC(=S)N(Cc3ccco3)C2=O)c(C)n1-c1cccnc1`?
Mcl1-Bid inh: -52; GSH bead fluor: 56; ABCB1 block: 35; RGS8-Gao: 99; RGS7-Gao: 113; ABCG2 block: 46; Pf gamet viab: -5; Mcl1 Noxa PPI: 19; Avidin bead fluor: 14; RGS4-Gao reg: 110

Results for c1ccc(-c2csc(N3CCOCC3)n2)cc1 ?
Mcl1-Bid inh: -16; GSH bead fluor: 27; ABCB1 block: -1.7; RGS8-Gao: 98; RGS7-Gao: 99; ABCG2 block: -1; Mcl-1 Bim block: -1; Pf gamet viab: -8; Mcl1 Noxa PPI: -3; Avidin bead fluor: 7; RGS4-Gao reg: 103

Results for COc1ccc(-n2c(COc3ccc(C)cc3)nnc2SCC(N)=O)cc1 ?
Mcl1-Bid inh: -41; GSH bead fluor: 25; ABCB1 block: 0.9; RGS8-Gao: 96; RGS7-Gao: 98; ABCG2 block: 16; Mcl-1 Bim block: -14; Pf gamet viab: -9; Mcl1 Noxa PPI: 11; Avidin bead fluor: 8; RGS4-Gao reg: 100

How did CCOC(=O)c1cccc(-n2c(C)nc3ccccc3c2=O)c1 do in these assays?
Mcl1-Bid inh: -16; GSH bead fluor: 29; ABCB1 block: 1.4; RGS8-Gao: 91; RGS7-Gao: 100; ABCG2 block: 14; Mcl-1 Bim block: -6; Pf gamet viab: -2; Mcl1 Noxa PPI: 11; Avidin bead fluor: 13; RGS4-Gao reg: 96

How did O=c1[nH]n(-c2ncnc3c2cnn3-c2ccccc2)c(=O)c2ccccc12 do in these assays?
Mcl1-Bid inh: -12; GSH bead fluor: 35; ABCB1 block: 0.1; RGS8-Gao: 102; RGS7-Gao: 96; ABCG2 block: 2; Mcl-1 Bim block: -1; Mcl1 Noxa PPI: 8; Avidin bead fluor: 11; RGS4-Gao reg: 98

How did COC(=O)[C@H](CCSC)NC(=O)Nc1cc(OC)cc(OC)c1 do in these assays?
Mcl1-Bid inh: -12; RGS8-Gao: 100; RGS7-Gao: inconclusive; Pf gamet viab: -15; Mcl1 Noxa PPI: -16; Avidin bead fluor: 9; RGS4-Gao reg: 98

Results for Cn1c(CCNC(=O)c2ccc(F)cc2)nc2ccccc21 ?
Mcl1-Bid inh: -6; GSH bead fluor: 16; ABCB1 block: 0.5; RGS8-Gao: 101; RGS7-Gao: 101; ABCG2 block: 4; Mcl-1 Bim block: -1; Mcl1 Noxa PPI: 9; Avidin bead fluor: 9; RGS4-Gao reg: 98

What do the screens show for `COCc1cc(C)nc(SC)c1C#N`?
Mcl1-Bid inh: -28; GSH bead fluor: 10; ABCB1 block: 0.8; RGS8-Gao: 98; RGS7-Gao: 101; ABCG2 block: 3; Mcl-1 Bim block: -3; Pf gamet viab: -14; Mcl1 Noxa PPI: 0; Avidin bead fluor: 10; RGS4-Gao reg: 100

What do the screens show for `CC(C)(CO)NC(=O)CCCOc1ccc(Cl)cc1Cl`?
Mcl1-Bid inh: -36; GSH bead fluor: 8; ABCB1 block: -0.2; RGS8-Gao: 100; RGS7-Gao: 128; ABCG2 block: 0; Mcl-1 Bim block: -2; Pf gamet viab: 5; Mcl1 Noxa PPI: -16; Avidin bead fluor: 38; RGS4-Gao reg: 99
